From PubChem
KDM5B inh – blocks human KDM5B histone demethylase activity; KDM5B demethylase, FDH-coupled NADH fluorescence (FDH is formaldehyde dehydrogenase); Potency, µM (titrated, usually from 57.7 µM), for the others: at the highest dose activity change, negative = inhibition, actives largely listed as inhibitors; 220,000 compounds, 2.6% hits; Q9UGL1; active = well fitted inhibition curve with a large enough effect; inconclusive = small, poorly fitted or top-dose-only effect; inactive = no such curve, though single readings can be large or run the other way; note: 0% is about no effect; nearly all actives have a fitted effect of over 70% in size
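Here, H3K4me3 peptide (12.5 µM in substrate mix) is demethylated by KDM5BΔAP, 200 nM final, after 10 min compound exposure. Formaldehyde product is coupled through FDH (0.25 U/mL in mix) to NADH fluorescence; 30-min ΔRFU feeds dose-response curves.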
Numbers without * were called inactive; ? = inconclusive; & = joins results of further samples; [ ] = another dose, or the depositor's remark. Potency is the fitted concentration of half-maximal effect. These rows are one share of the data; the hit share may differ from the screen's.

KDM5B inh,structure
-9%,O=C(Cc1ccccc1)Nc1ccc([C@@H](O)[C@H]2COCC(=O)N2Cc2ccc(C(F)(F)F)cc2)cc1
11%,O=C(Nn1cnc2ccccc2c1=O)C1CCCC1
?,C[S+](=O)([O-])CCn1ncc2cc(OCc3cccc(-c4cccc(F)c4)c3)ccc21
32µM*,Cc1cc(-c2cc3c(nc2-c2ccccc2)nc(C(=O)NC2CCN(C)CC2)n3C)ccn1
16%,COCCOCc1nc(C2CCN(C(=O)Nc3ccc(OC)c(F)c3)CC2)no1
11%,Cc1cc(C)c(-c2csc(NC(=O)Cn3cnc4c3c(=O)n(C)c(=O)n4C)n2)c(C)c1
-21%,COc1nc2cc(C)ccc2cc1-c1noc(-c2cccs2)n1
29%,O=C(COc1ccc(-n2cnnn2)cc1)N1CCCC2(CCNCC2)CC1
-21%,O=C(Nc1nc2c(F)cc(F)cc2s1)C1COc2ccccc2O1 (stereo not given)
-17%,CCOc1ccc(CN2CCc3nc(Nc4ccc(OC)cc4OC)ncc3C2)cc1
-1%,O=C(Nc1ccc(F)cc1F)c1c2c(nc3ccccc13)C(=O)N(C1CCCCC1)C2
-22%[86.2 µM],CC1=NOC2(CCN(Cc3ccccn3)CC2)C1
-4%,CC(=O)Nc1ccc(CNC2CCC(C)CC2)cc1 (stereo not given)
?,CS(=O)(=O)c1ccc(-c2csc(-c3cccnc3)n2)cc1
2%,COc1cccc(NC(=O)N2CCC(N(C)CCC(C)C)CC2)c1
-18%,O=C(c1cc(F)ccc1F)N1CCC2(CC1)CC(N(Cc1ccccc1)C1CC1)CCO2 (stereo not given)
?,Cc1ccc(-c2cc(C(=O)OCC(=O)NCC3CCCO3)c3ccccc3n2)o1 (stereo not given)
-29%,COCCN1C(=O)N(CCCc2cccnc2)C(=O)C12CCN(C/C=C/c1ccc(OC)cc1)CC2
?,O=C(CSc1nnc(NC(=O)c2ccc(F)cc2)s1)NC1CC1
0%,Cc1ccc(NS(=O)(=O)c2sc3ccc(Cl)cc3c2C)cc1
?,Cc1nc2scc(CC(=O)NC(C)C)n2c(=O)c1-c1cc(C)n(-c2ccc(C(C)C)cc2)n1
-18%[86.2 µM],CC(=O)N1CCC(N2C[C@@H]3C[C@H]2C(=O)N(Cc2cccnc2)c2ccccc2O3)CC1
-9%,CCCCCCCCNC(=O)/C(C#N)=C\C=C\c1ccccc1
-3%,COC(=O)CC1C(=O)NCCN1S(=O)(=O)c1cc(Cl)ccc1Cl (stereo not given)
-7%,COc1cc(CNC(=O)CN2CCCc3nc(C4CC4)ncc3C2=O)cc(OC)c1
-11%,Cc1oc(-c2ccccc2)nc1CC(=O)Nc1ccc(-c2ccccc2)cc1
?,CCCc1cc2c(CCC)cc(=O)oc2cc1O
?,CCOc1cc(Br)c(C2C(C#N)=C(N)Oc3cc4c(cc32)OCO4)cc1OCC (stereo not given)
25%,CCc1nnc2n1N=C(c1ccc(Br)cc1)CS2
20%,O=C(NCCC1CCN(C(=O)Nc2ccccc2F)CC1)c1ccco1
7%,C=Cc1ccc(CN2C(=O)N(c3ccc(C(C)=O)cc3)S(=O)(=O)c3ccccc32)cc1
-16%,CC(C)Cn1c(=O)c2ccccc2n2c(-c3ccc(Br)cc3)nnc12
-8%,CC(C)c1nc2c(c(-c3ccc(O)cc3)n1)CN(C(=O)c1ccc(Cl)nc1)CC2
-10%,N#CCCn1c(SCC(=O)Nc2ccc(-c3ccccc3)cc2)nc2ccccc21
-18%,COc1cccc(O)c1CN1CCC(C(Cc2ccc(F)cc2)N(C)Cc2cn(C)nc2C)CC1 (stereo not given)
?,Oc1ccccc1/C=N/n1c(-c2ccccc2)n[nH]c1=S
?,CCc1noc(-c2cccn3c(CNC(=O)c4ccc(OC)cc4)nnc23)n1
15%,CCC(O)C1CCN(Cc2cnc(S(=O)(=O)CC)n2CCc2ccccc2)CC1 (stereo not given)
-35%[86.2 µM],Cc1noc(C)c1-c1cc2cc(C(C)C)oc2c(NCCc2ccccn2)n1
?,COc1cc2cc(CNc3ccc(C)cc3)c(=O)n(CC(=O)Nc3ccc(F)cc3F)c2cc1OC
?,Oc1c(Br)cc(/C=N/NC(=S)NCc2ccco2)cc1Br
5%,COCC(C)NS(=O)(=O)c1c(C)cc(C)cc1C (stereo not given)
2%,ClC(/C=N/N1CCN(Cc2ccc(Cl)cc2)CC1)=C/c1ccccc1
25%[115 µM],CC(=O)N(C)Cc1ccc(F)cc1
?,O=C(C1CCCC1)N1Cc2ccccc2CC2(CCN(Cc3ccncc3)C2)C1 (stereo not given)
1%[149 µM],CN1CC(=O)N(C2CCC2)Cc2c1ncnc2N1CCOCC1
0%[86.2 µM],CN(C)c1ccc(CN2C[C@H](O)C[C@H]2c2nc(-c3ccncc3)no2)cc1
-11%,O=C(Nc1ccccc1)N[C@H]1C[C@H]2C(=O)NC[C@@H](CCC(=O)N3CCN(c4ccccc4)CC3)N2C1
0%,COc1ccc(CCNC(=O)C(=O)NCC(c2ccco2)S(=O)(=O)c2cccs2)cc1 (stereo not given)
-32%,O=C(NC(=S)Nc1ccccc1O)c1cncc(Br)c1
7%,Cc1ccc(S(N)(=O)=O)cc1C(=O)N[C@H]1[C@H]2CCO[C@H]2[C@@H]1N1CCCC1
7%,COc1cc(OC)cc(C(=O)OCc2nc(-c3ccc(OC(F)(F)F)cc3)no2)c1
35µM*,Cc1ccc(N2CC(c3noc(-c4cccc(N(C)C)c4)n3)CC2=O)cc1 (stereo not given)
-2%,CN(CC(=O)NCCc1ccc(S(N)(=O)=O)cc1)S(=O)(=O)c1ccc(Br)s1
-12%,CCn1nccc1C(=O)NCCC1CCN(C(=O)Nc2ccc(F)cc2F)CC1
-3%,O=C(Nc1cccc(Cl)c1)C1CCN(c2cnc3ccccc3n2)CC1
111%[activator],CCOC(=O)c1sc2nc(C(C)N3CCCCC3)[nH]c(=O)c2c1C (stereo not given)
?,CCN(CC)c1ccc(/C=N/NC(=O)CNC(=O)/C=C/c2ccco2)cc1
-22%,COCCn1cc(CN(C)CC(=O)N2CCCCCC2)ccc1=O
-14%,COc1ccc(Oc2cn[nH]c2-c2ccc(OCC(=O)NN)cc2O)cc1

Later entries:
KDM5B inh,structure
-12%,Cc1ccc(O)c(C(CC(=O)NCC2(c3ccccc3)CCCC2)c2ccccc2)c1 (stereo not given)
-13%,CCN1C(=O)CCc2cc(NS(=O)(=O)c3cn(C)c(C)n3)ccc21
-27%,COc1cccc(CN2CCC3(CC2)CC(O)CCO3)n1 (stereo not given)
12%,COC(=O)c1ccc(OCc2ccc(C#N)cc2F)c(OC)c1
?,Cc1ccccc1Nc1nn2c(=O)c3ccc(C(=O)NCc4ccccc4)cc3nc2s1
189%[activator][86.2 µM],C#CCNC(=O)[C@H]1O[C@H](CCN2CCNCC2)CC[C@@H]1O
?,Cc1ccc(C)c(CNC(=O)c2cnc3sc(N4CCCC4)nn3c2=O)c1
11%,Cc1ccc(/C=C(/C#N)C(=O)NC2CCCCC2C)s1 (stereo not given)
11%,CC(C)CCN(C1CCOCC1)C1CCN(S(=O)(=O)c2cccnc2)CC1
-9%,COc1ccc(CNCc2c(C(=O)O)c(C)n(Cc3ccc(Cl)cc3)c2C)c(OC)c1
?,COc1ccccc1COCC(O)CN1CCCCC1CO (stereo not given)
?,CCC(=O)N1CCCc2cc(S(=O)(=O)Nc3ccc(C)c(C)c3)ccc21
-9%,O=C(Nc1ccc2oc(C3CC3)nc2c1)c1cc[n+]([O-])cc1
-47%,COc1ccccc1CNC(=O)CN(c1ccccc1OC)S(C)(=O)=O
?,Cc1c(CCNC(=O)c2ccc3c(c2)OCO3)sc2nc(-c3ccc(F)cc3)nn12
9%,CC(C)c1ccc(CNC(=O)c2cccc(C(=O)NCc3ccc(C(C)C)cc3)c2)cc1
-17%,CN(C)c1nccnc1OC1CCN(C(=O)CCc2ccccc2)C1 (stereo not given)
?,Cc1cccc(-c2nc(CSCC(=O)N3CCN(c4cccc(C)c4C)CC3)c(C)o2)c1
-19%,CCNC(=O)CN(CC)C(=O)c1cc2c(OC)cc(OC)c(OC)c2[nH]1
-25%,CCc1cc(=O)[nH]c(SCc2nc(-c3ccc(C(F)(F)F)cc3)no2)n1
18%,CCCn1c(SCC(=O)Nc2nncs2)nnc1C1CC1
?,CCOC1CCN(C(=O)c2cnc(Cc3c(Cl)cccc3Cl)[nH]c2=O)CC1
-5%,Cc1ccsc1C(=O)Nc1ccc2ncnc(N3CCCCC3)c2c1
-1%,O=c1c2cc3c(cc2nc2sc(Nc4ccc(F)cc4F)nn12)OCO3
6%,COc1ccc(COCC(O)CN(C)Cc2ccc(OC)c(OC)c2OC)cc1 (stereo not given)
?,O=C(O)CCc1nnc2cnc3ccccc3n12
2%,Cc1ccc2nc(N3C(=O)CNC3=S)sc2c1
11%,O=C(CCc1ncc(-c2ccccc2F)o1)Nc1ccc(Cl)cc1F
18%,N#C/C(=C/Nc1ccccc1F)S(=O)(=O)c1ccc(Cl)cc1
7%,CC(=O)c1cc(C)ccc1OC(=O)c1ccc(Cl)cc1
-24%,COc1cccc(CNC(=O)c2ccc3c(c2)N(C(=O)c2ccc(F)cc2)CC3)c1
?,Cc1cccc(C)c1OCC(=O)Nc1c(C(=O)c2ccccc2)oc2ccccc12
-9%,COc1ccc(C(=O)N[C@@H](Cc2ccccc2)C(=O)N2CCCOCCNC(=O)CC2)cc1F
-10%,O=C(c1ccccc1-c1ncc[nH]1)N1CCOC(c2ccc(Cl)cc2)C1 (stereo not given)
?,CCOC(=O)Cn1c(=N)n(Cc2ccc(C(C)(C)C)cc2)c2ccccc21
-8%,CCOc1cc(C(=O)OCc2cc(=O)n3nc(CC)sc3n2)cc(OCC)c1OCC
-5%,CCn1cnc2c1c(=O)n(CC(=O)Nc1ccccc1N1CCCC1)c(=O)n2Cc1ccccc1
-10%,Cc1cc(C)c(Cn2c3ccccc3c3cnn(CC(=O)NCCC4=CCCCC4)c(=O)c32)c(C)c1
-8%[86.2 µM],COc1cccc(N2CC3(C2)CN(c2ccccc2)C(=O)O3)c1
25µM*,COc1ccc(NC(=O)c2cc(NC(=O)C3CCC3)cc3nc(C)ccc23)cc1
31%[activator],O=C(Nc1ccc(-c2nnc3n2CCCC3)cc1)C1CCCCC1
7%,Cc1ccc(N2CCN(C(=O)CCNS(=O)(=O)c3ccc4[nH]c(=O)ccc4c3)CC2)c(C)c1
?,Cn1c(C(=O)NCCc2ccccc2)cc2c(=O)n3ccccc3nc21
4%,Cc1cccc(CN2CCN(c3nc4c(c(=O)[nH]c(=O)n4C)n3Cc3cccc(C)c3)CC2)c1
?,COc1cc(NC(=O)N2CCC3(CC2)Nc2cc(F)ccc2-n2cccc23)cc(OC)c1OC
19%,CCSC1=N/C(=C\c2ccc(OC)c(C)c2)C(=O)S1
-14%[86.2 µM],CN1CCCC1COc1ccc2c(n1)CN(Cc1ccc(F)cc1)C(=O)CO2 (stereo not given)
-30%,CSc1ncc(C(=O)Nc2ccc(C)c(Cl)c2)c(-c2ccccc2)n1
17%,O=C(Nc1cccc(C(=O)N2CCOCC2)c1)c1ccccc1Br
-10%,Cc1cccc(N2CCN(C(=O)CCCCn3c(=O)[nH]c4ccsc4c3=O)CC2)c1C
-4%&-26%,CCOc1ccc(C(=O)NCC(c2cccs2)S(=O)(=O)c2ccccc2)cc1 (stereo not given)
-9%,CC1(C)N=C(c2ccccc2)C(=O)N1CC(=O)NC1CCCC1
-10%,O=C(CN1CCCc2nc(-c3ccccc3)ncc2C1=O)NCCc1c[nH]c2ccccc12
3%,O=C(CCNS(=O)(=O)c1ccc2c(c1)CCN2C(=O)C1CC1)Nc1ccc(F)c(Cl)c1
2%,Cc1ccc(-c2nc(CS(=O)(=O)CC(=O)N3CCN(c4ccccc4)CC3)c(C)o2)cc1
11%,COc1ccc(Oc2c(C)oc3cc(OCC(=O)c4ccc(OC)cc4)ccc3c2=O)cc1
-3%&7%&2%,Cc1cc2oc(=O)cc(CN3CCOCC3)c2cc1O
?,Cc1ccc2nsnc2c1NC(=O)COc1ccc(C(C)(C)C)cc1
-5%,Cc1cc(OCC(=O)OCC(=O)c2ccc(-c3ccccc3)cc2)ccc1Cl
-1%,CCN(c1ccccc1)c1nc2nonc2nc1NCCO

Quoted at random: 2 entries already listed, in no set order.
KDM5B inh,structure
-3%&7%&2%,Cc1cc2oc(=O)cc(CN3CCOCC3)c2cc1O
-5%,Cc1cc(OCC(=O)OCC(=O)c2ccc(-c3ccccc3)cc2)ccc1Cl

Following part:
KDM5B inh,structure
34%,CCn1cc(-c2n[nH]c(=S)n2-c2ccc(C)cc2Br)c(=O)c2ccc(C)nc21
?,COc1ccc(CNC(=O)Cc2c(C)c3ccc(OC)c(OC)c3oc2=O)cc1OC
?,COc1ccc([S+](=O)([O-])c2nnn3c2nc(NCc2ccncc2)c2ccccc23)cc1
-2%,COc1ccc(C(=O)N2CCC(CC(=O)NCc3ccccc3)C2)cc1 (stereo not given)

Structures from the list above with an aryl thioether with sulfur outside any ring:
KDM5B inh,structure
?,O=C(CSc1nnc(NC(=O)c2ccc(F)cc2)s1)NC1CC1
-10%,N#CCCn1c(SCC(=O)Nc2ccc(-c3ccccc3)cc2)nc2ccccc21
-25%,CCc1cc(=O)[nH]c(SCc2nc(-c3ccc(C(F)(F)F)cc3)no2)n1
18%,CCCn1c(SCC(=O)Nc2nncs2)nnc1C1CC1
-30%,CSc1ncc(C(=O)Nc2ccc(C)c(Cl)c2)c(-c2ccccc2)n1

Shown tab-delimited: part of the list above.
Structure	KDM5B inh
COc1ccc(CNC(=O)Cc2c(C)c3ccc(OC)c(OC)c3oc2=O)cc1OC	?
COc1ccc([S+](=O)([O-])c2nnn3c2nc(NCc2ccncc2)c2ccccc23)cc1	?
